# ABHD4 inh = ABHD4 inhibitors, primary screen, biochemical, fluorescence polarization, mouse | (Lyso)-N-acylphosphatidylethanolamine lipase (Mus musculus), Q8VD66 | purified mABHD4, FP-Rh probe fluorescence polarization | inhibition, % at 8.92 µM | 370,000 tested, 0.54% active | AID 720543, 2013;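 active means inhibition exceeding the mean over every tested compound plus 3 SD, cut at about 30% in these data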;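 further: 0% = plate median of compound wells and 100% = S159A mutant with DMSO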
#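 system = mouse ABHD4 enzyme, wild type | medium = HEPES pH 7.0, NaCl, Pluronic buffer | also added = FP-Rh probe | incubation = Enzyme–compound pre-incubation 45 min, then probe 60 min, both 25 °C | technique = fluorescence polarization, excitation 525 nm, emission 598 nm, BODIPY TMR filters | controls = S159A mutant high control, sample median low control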
# PG9 Ab binder = binders of HIV-1 gp120 antibody PG9, primary screen, biochemical, TR-FRET; HIV-1 gp120 / PG9 antibody interaction; TR-FRET gp120-PG9 antibody binding; inhibition, % at 6.7 µM; 360,000 tested, 0.43% active; in the data active means inhibition above about 8.5%
# UHRF1 MBD2 ctr = UHRF1 methylated DNA binding inhibitors, primary screen, counter-screen for MBD2 inhibitor project, biochemical, TR-FRET, human UHRF1, single concentration; inhibition, % at 4.4 µM; 370,000 tested, 0.75% active; UHRF1 binding to methylated oligo; in the data active means inhibition above about 21%;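 further: UHRF1 SRA domain binding a hemimethylated CpG hairpin DNA probe; 0% = median of test compound wells and 100% = reference inhibitor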
# HTRA1 inh = HTRA1 serine protease inhibitors, primary screen, biochemical, fluorescence polarization, HTS; Q92743; recombinant HTRA1, FP-rhodamine activity-based probe; inhibition, % at 5.96 µM; 340,000 tested, 0.5% active; in the data active means inhibition above about 36%;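 further: 0% = enzyme with DMSO and 100% = wells lacking enzyme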
# TDP2 absorb = human TDP2 enzyme inhibitors, primary screen, biochemical, epi absorbance, recombinant enzyme; Tyrosyl-DNA phosphodiesterase 2 (Homo sapiens), O95551; T5PNP hydrolysis, p-nitrophenol absorbance 415 nm; inhibition, % at 12.8 µM; 370,000 tested, 0.34% active;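 active means inhibition above the mean of all tested compounds plus 3 SD, set per campaign, cut at about 25% in these data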;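 further: 0% = DMSO with enzyme and 100% = buffer with substrate but no TDP2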
# Target sequence (O95551 whole entry, looked up): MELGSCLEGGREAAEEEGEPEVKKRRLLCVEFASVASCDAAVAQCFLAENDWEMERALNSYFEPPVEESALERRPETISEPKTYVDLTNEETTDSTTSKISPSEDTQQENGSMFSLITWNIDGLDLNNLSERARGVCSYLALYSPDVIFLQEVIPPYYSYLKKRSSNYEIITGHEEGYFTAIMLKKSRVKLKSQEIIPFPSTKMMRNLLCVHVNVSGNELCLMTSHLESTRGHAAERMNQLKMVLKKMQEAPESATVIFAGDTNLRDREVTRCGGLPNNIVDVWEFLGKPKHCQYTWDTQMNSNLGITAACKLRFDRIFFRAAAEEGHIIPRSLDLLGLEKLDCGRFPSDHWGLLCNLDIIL
#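 Test system: Human TDP2 enzyme | Reagent: 5 mM T5PNP | Compound dosing: 12.8 µM single point, 1% DMSO | Incubation: Enzyme reaction with compound for 2 h at 37 °C | Technique: p-Nitrophenol epi absorbance | Read-out: % inhibition relative to enzyme-containing and enzyme-free wells | Benchmarks: High control without enzyme, low control DMSO plus TDP2 | Replicates: Singlicate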
# PRMT1 inh = PRMT1 methyltransferase inhibitors, primary screen, biochemical, fluorescence polarization. Protein arginine N-methyltransferase 1 (Homo sapiens), Q99873. recombinant PRMT1, activity-based probe fluorescence polarization. inhibition, % at 2.79 µM. 370,000 tested, 1.3% active. AID 652257, 2013;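 active means inhibition above about 21% made by adding two undisclosed values, limit read from the data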
# DDE Tn7 FP inh = inhibitors of Tn7 peptide binding to fibrin DD(E), primary screen, biochemical, fluorescence polarization, human fibrin, Tn7 probe; 370,000 tested, 0.13% active; FP displacement of FITC-Tn7 peptide from fibrin DD(E); 0% = median of compound wells per plate; inhibition, % at 8.3 µM; AID 720508, 2013; Fibrinogen beta chain (Homo sapiens), P02675;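 active means inhibition above the mean of compounds falling within the control limits plus 3 SD of them, cut at about 14% in these data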;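 further: 0% = plate median of compound wells and 100% = 10 µM Aha-Tn7 peptide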
#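 Assay system: human fibrin DD(E). Input: DD(E) 2 µM final. Medium: Tris buffer with calcium and detergent, pH 7.8. Compound dosing: single point at 8.3 µM. Timing: 10 min plus 3 h, room temperature. Technique: fluorescence polarization of the labelled Tn7 tracer. Read-out: percent inhibition. Replicates: singlicate testing.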
# TCR CD3 inh = inhibitors of human TCR-CD3 interaction, primary screen, biochemical, fluorescence, TAMRA-labeled TCR probe. T-cell receptor (TCR). inhibition, % at 9.4 µM. 360,000 tested, 0.37% active. AID 651800, 2012; in the data active means inhibition above about 19%;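 further: recombinant mutant TCR 2C K166C tagged with TAMRA read by polarization; 0% = receptor in buffer alone and 100% = receptor with positive control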
# LEDGF integ inh = blockers of LEDGF/p75-dependent integrase strand transfer – biochemical, TR-FRET, high throughput, primary screen | TR-FRET IN-LEDGF/p75 DNA integration, Eu/Cy5 | HIV-1 integrase (with human LEDGF/p75) | 370,000 tested, 0.64% active | AID 743269, 2014 | inhibition, % at 3.7 µM;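 active means inhibition above the screen-wide mean plus 3 SD, cut at about 13% in these data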;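 further: signal is the Cy5 over europium emission ratio at 671 and 618 nm; 0% = plate median of compound wells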
# SIAE primary = human SIAE inhibitors, primary screen, biochemical, fluorescence polarization, FP-Rh probe, 1536-well HTS; Sialate O-acetylesterase (Homo sapiens), Q9HAT2; SIAE FP-Rh probe binding; inhibition, % at 9.66 µM; 370,000 tested, 0.69% active;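 active means inhibition above a cutoff: mean of compounds within the control limits plus 3 SD of those, cut at about 17% in these data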;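 further: 0% = plate median of compound wells and 100% = probe without SIAE protein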
# Target sequence (Q9HAT2 whole entry, looked up): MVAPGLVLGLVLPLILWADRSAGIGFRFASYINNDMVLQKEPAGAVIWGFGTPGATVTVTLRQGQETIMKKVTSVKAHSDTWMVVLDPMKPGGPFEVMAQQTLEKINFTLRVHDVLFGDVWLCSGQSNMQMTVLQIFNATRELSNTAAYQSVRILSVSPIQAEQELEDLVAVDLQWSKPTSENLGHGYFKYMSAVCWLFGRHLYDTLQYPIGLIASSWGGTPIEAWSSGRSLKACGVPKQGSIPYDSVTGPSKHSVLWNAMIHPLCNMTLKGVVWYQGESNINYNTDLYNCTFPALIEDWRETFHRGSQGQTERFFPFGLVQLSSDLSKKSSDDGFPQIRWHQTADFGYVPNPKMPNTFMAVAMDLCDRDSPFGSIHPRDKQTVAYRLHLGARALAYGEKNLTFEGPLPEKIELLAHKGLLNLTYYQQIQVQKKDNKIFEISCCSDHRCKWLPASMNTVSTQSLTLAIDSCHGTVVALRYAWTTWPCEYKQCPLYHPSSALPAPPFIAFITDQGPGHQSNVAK
# Numbers without * were called inactive; . = not tested or not shown.
SMILES,ABHD4 inh,PG9 Ab binder,UHRF1 MBD2 ctr,HTRA1 inh,TDP2 absorb,PRMT1 inh,DDE Tn7 FP inh,TCR CD3 inh,LEDGF integ inh,SIAE primary
COc1cccc(C(=O)Nc2cc(=O)n(C)c(=O)n2C)c1OC,-0.7,-0.3,1.8,0.3,2.5,0.1,-5.5,3.3,2.1,-4.9
Cc1nn(C)cc1CNC(=O)c1cnn2c1NC(c1ccc(Br)cc1)CC2C(F)(F)F (configuration not stated),-15.5,-1.8,1.7,-12.2,-13.7,6.1,-0.1,-4.9,2.0,-10.2
Cn1c(=O)c2c(ncn2CC(O)CO)n(C)c1=O (configuration not stated),3.4,1.8,-1.6,1.8,-6.3,-1.9,4.3,-1.7,-0.7,-4.4
Cc1nc(=O)c(-c2ccccc2)c(C)n1-c1ccc(C(=O)O)cc1,5.0,0.8,3.5,6.3,4.1,3.0,6.3,8.1,1.6,-3.8
COc1cccc(CNC(=O)COC(=O)c2ccc(N3CCCC3=O)cc2)c1,-4.4,-2.4,0.7,-1.8,7.4,1.1,-1.2,-8.2,-2.9,-0.4
COc1cccc(NC(=O)CSc2nnc(-c3cc(C)n(-c4ccccc4)c3C)o2)c1,-21.2,-0.8,-3.7,-60.3,-4.4,-3.1,1.1,6.4,0.9,-22.9
CC(=O)c1ccc(OCCCC(=O)NC2CCC(C)CC2)cc1 (configuration not stated),-4.3,-3.4,-1.6,2.4,-10.8,-4.9,-2.9,-0.1,-0.9,-0.5
O=C(Nc1ccccc1Br)c1ccc(OC(=S)N2CCOCC2)cc1,2.1,0.4,-0.2,-3.9,-9.4,1.9,-0.3,-3.8,-4.8,-6.2
CC(=O)c1ccc(S(=O)(=O)N2CCN(C(=O)CCC3CCCC3)CC2)cc1,-3.0,-1.0,0.4,-5.2,-1.7,0.3,-6.0,10.9,2.6,-5.4
COc1ccc(Cl)cc1NC(=O)CSc1nnc(C2CC2)n1C,2.4,-1.8,0.2,-1.2,-15.7,-2.4,-1.9,-2.4,-0.5,-0.6
COc1ccc(N2C(=O)CC(Sc3n[nH]c(-c4ccc(C)cc4)n3)C2=O)cc1 (configuration not stated),4.9,-2.3,3.8,3.7,-1.8,66.0*,2.9,-4.2,-1.9,-0.2
CCOC(=O)C1=C(O)C(=O)NC(c2ccccc2)=C(OCC)C1,-2.6,0.9,-3.9,6.0,1.2,3.7,1.6,-2.8,1.3,2.7
CCN=C(N/N=C/c1ccc([N+](=O)[O-])cc1)SC,7.6,4.5,-0.8,-0.7,9.3,-1.7,4.5,-4.3,3.8,7.0
CCC(=O)N(c1ccccc1)C1CCN(C(=O)C(Cc2ccccc2)NC(C)=O)CC1 (configuration not stated),0.0,.,4.6,.,-2.6,2.2,1.0,.,-4.7,2.9
COc1ccc(NC(=S)Nc2ccc(S(=O)(=O)N3CCOCC3)cc2)c(OC)c1,5.0,-3.2,-0.6,-0.4,0.5,0.7,4.2,2.1,4.1,5.6
O=C(Nc1ccc(F)cc1)Nc1ccc(Oc2ncnc3cc(Cl)ccc23)nc1,-2.0,0.5,-1.6,3.5,12.5,-1.9,-0.8,5.5,2.4,-0.2
Cc1ccc(S(=O)(=O)NC(=O)Nc2ccc(C)cn2)cc1,-2.9,-1.3,0.7,-2.0,-5.6,-1.9,5.1,-9.6,-0.8,2.5
O=C(O)CCCN1C(=O)/C(=C/c2ccc(-c3nc4ccccc4s3)o2)SC1=S,19.7,-0.6,-1.0,3.1,-6.9,11.5,0.8,5.8,6.7,-5.6
O=C(Nc1ccc(F)c(Cl)c1)c1csc([C@@H]2C[C@H](O)[C@@H](CO)O2)n1,-7.0,1.6,3.3,.,-0.1,-4.0,0.5,-6.6,0.5,4.3
COc1ccc(Cl)cc1S(=O)(=O)Nc1noc2ccccc12,2.1,2.0,-2.2,-1.4,8.1,0.6,7.1,1.4,1.9,-1.2
Fc1ccc(CNCc2ccc3c(c2)OCO3)cc1,1.4,1.2,-2.0,1.6,-5.1,-2.1,-8.9,-1.8,4.7,4.9
Cc1cc(NC(=O)CCC(=O)N(c2ccc(F)cc2)C(C(=O)NC2CCCC2)c2cccnc2)no1 (configuration not stated),0.8,1.4,-0.6,-5.3,-3.6,2.5,-0.3,2.1,-1.5,5.6
CCOC(=O)N1CCN(C(=O)c2ccc3oc(CCCc4ccccc4)nc3c2)CC1,-4.7,-0.8,1.2,3.7,-2.1,30.7*,4.4,3.7,-0.3,-0.7
COc1ccc(OCCOC(=O)c2[nH]c(C)c(C(C)=O)c2C)cc1,-9.0,-0.4,5.1,-7.3,-3.6,-0.7,-1.0,-2.5,-0.6,3.1

# The list goes on; it opens with the three that closed the last part.
SMILES,ABHD4 inh,PG9 Ab binder,UHRF1 MBD2 ctr,HTRA1 inh,TDP2 absorb,PRMT1 inh,DDE Tn7 FP inh,TCR CD3 inh,LEDGF integ inh,SIAE primary
Cc1cc(NC(=O)CCC(=O)N(c2ccc(F)cc2)C(C(=O)NC2CCCC2)c2cccnc2)no1 (configuration not stated),0.8,1.4,-0.6,-5.3,-3.6,2.5,-0.3,2.1,-1.5,5.6
CCOC(=O)N1CCN(C(=O)c2ccc3oc(CCCc4ccccc4)nc3c2)CC1,-4.7,-0.8,1.2,3.7,-2.1,30.7*,4.4,3.7,-0.3,-0.7
COc1ccc(OCCOC(=O)c2[nH]c(C)c(C(C)=O)c2C)cc1,-9.0,-0.4,5.1,-7.3,-3.6,-0.7,-1.0,-2.5,-0.6,3.1
NS(=O)(=O)c1ccc(Nc2ccc3nonc3c2[N+](=O)[O-])cc1,1.2,-1.1,-4.4,-4.2,4.0,-1.8,-6.8,-0.5,2.8,0.5
CCN1CCn2c1nc(N1CCCCC1)nc2=O,4.4,0.3,2.5,1.4,2.2,-2.4,-1.8,8.7,3.2,3.4
O=C(COc1ccc(-n2cnnn2)cc1)Nc1cc(Cl)cc(Cl)c1,6.0,2.3,1.0,-0.9,5.5,4.8,-3.1,-8.3,-4.8,-25.6
CCOC(=O)c1c(C)[nH]c(C)c1S(=O)(=O)NCc1ccccc1C,5.3,1.3,-3.7,1.5,5.0,-3.5,-3.3,-1.9,2.4,8.2
O=C(CN(C1CCCCC1)S(=O)(=O)c1ccc(F)cc1)NCCCO,0.2,-0.1,-0.9,1.5,-10.7,-4.4,-0.7,-1.6,-3.4,-5.4
CC1(C)CC(=O)C(Sc2nnc(-c3ccc(NS(C)(=O)=O)cc3)n2Cc2ccco2)C(=O)C1,-1.9,0.3,5.8,-4.6,-5.2,16.1,-1.5,-5.6,3.5,-6.4
CCOC(=O)c1nnn(-c2nonc2N)c1CSc1nnc(N)s1,-1.0,0.9,1.3,3.6,6.7,-2.9,0.8,-3.4,1.6,-6.6
O=CN1CCN(C(=S)Nc2ccc(OC(F)F)cc2)CC1,-3.2,0.3,0.9,-1.0,8.9,-3.0,1.6,5.9,-3.2,2.0
c1ccc2[nH]c(CN3CCOCC3)nc2c1,0.2,0.4,0.8,3.2,-5.2,-2.3,5.7,3.9,2.4,1.0
CN(CC(=O)NCc1ccccn1)S(=O)(=O)c1ccccc1,-3.0,-1.4,-0.5,3.2,-0.3,2.9,-8.0,4.0,4.9,-2.8
COc1ccc(C(=O)OCC(=O)Nc2cc(C)on2)cc1S(=O)(=O)N1CCOCC1,3.6,-1.9,-1.4,-6.3,12.2,0.8,-6.9,0.3,0.4,-3.2
O=S(=O)(c1ccc(SCCOc2ccc(F)cc2)nc1)N1CCCC1,-0.9,1.2,13.7,-5.7,-0.5,14.2,1.6,-8.2,0.1,4.8
COc1ccc(-c2cnc(N)nc2-c2ccc(OCc3ccccc3)cc2O)cc1,-10.6,2.4,-0.3,-29.1,-11.6,4.7,3.2,-8.5,-4.2,-7.5
COc1ccc(CCNC(=O)C2CCN(C(=O)c3ccc(Br)cc3)CC2)cc1OC,4.9,1.1,0.9,5.3,2.5,2.8,-1.7,3.2,0.8,3.9
Cc1ccc(NC(=O)Cc2ccccc2Cl)cc1S(=O)(=O)N(C)C,-11.8,-2.5,6.3,-8.1,4.9,-1.7,-0.6,2.2,-2.7,-3.0
CCN(CC)S(=O)(=O)c1ccc(NN)nc1,10.8,-1.7,-0.4,-4.6,4.1,-0.7,2.1,2.1,-0.1,10.8
Cc1cccc(C)c1NC(=S)N1CCOCC1,0.5,0.9,1.1,4.8,6.5,6.1,-4.3,-7.9,-3.4,-5.3
CC(C)(C)NC(=O)CSc1ncnc2c1nnn2Cc1ccccc1Cl,-9.0,0.4,-0.5,-4.0,-6.6,1.6,-1.4,2.2,-0.3,6.5
CC(C)(C)NC(=O)C(c1ccc(F)cc1)N(Cc1ccco1)C(=O)CCC(=O)Nc1nccs1 (configuration not stated),-0.8,-0.4,1.4,-2.5,-12.4,-0.5,-0.8,-0.5,2.1,2.7
Cc1noc(/C=C/N(C)C)c1S(=O)(=O)N1CCCC(C(=O)NCc2ccco2)C1 (configuration not stated),-7.4,-1.9,-2.3,-3.8,2.3,0.4,4.2,-3.9,9.1,-1.0
CCC(=O)Nc1ccc(S(=O)(=O)N2CCC(c3nc4ccccc4[nH]3)CC2)cc1,6.6,2.3,1.3,-1.0,3.8,2.9,-4.2,-4.4,-2.9,-1.6
Cc1ccccc1C(=O)NC(=S)NC1CCS(=O)(=O)C1 (configuration not stated),-2.3,-2.0,-1.1,0.8,7.5,-0.6,-3.2,-2.4,-0.5,-1.4
Cc1ccc(/C=N/NC(=O)Cc2c(F)cccc2Cl)s1,-5.8,-2.7,-0.8,-14.2,-5.3,0.4,0.9,0.5,3.3,0.6
O=[N+]([O-])c1ccccc1CCc1ccccc1[N+](=O)[O-],1.5,-1.1,-0.4,-6.1,1.4,2.5,2.5,-0.1,-2.9,-1.4
O=C(CSc1nccn1Cc1ccccc1)NC1CCCC1,0.9,-0.4,-1.4,4.1,8.8,-3.4,6.0,2.0,4.5,7.0
CC1SC(c2ccccc2Cl)NC1=O (configuration not stated),-1.6,-1.1,-1.0,0.1,0.6,-0.4,2.5,10.9,-4.6,6.7
